Compound activity (PubChem BioAssay)
HepG2 viability: qHTS for Inhibitors of TGF-b: Cytotox Counterscreen; HepG2 CAGA-GFP viability, ATP luminescence, 18 h; Potency, µM (top dose mostly 46.1 µM), inactives show at the highest dose activity change, negative = cytotoxicity, actives largely listed as cytotoxic; 410,000 compounds, 0.76% hits; further: potency means the concentration at half of the fitted maximal effect; some results filed as inactive show a strong effect at the top dose
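CellTiter-Glo luminescence gave cytotoxicity after 18 hours at 37 degrees C. The cells were HepG2 CAGA-GFP in 1% FBS DMEM, stimulated with 500 pg/mL TGF-beta after compound addition. %Activity was normalised to no-cell wells (complete cell-killing) and DMSO (no toxicity), and curves were fitted and classified.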
S2 tox: Viability Counterscreen for Primary qHTS for Inhibitors of ATXN expression. AID 651635, 2014. 400,000 compounds, 0.49% hits. S2 cells (HEK-293 line with an ATXN2-luciferase reporter) viability, CellTiter-Fluor protease fluorescence, 24 h. Potency, µM (titrated, usually from 56.7 µM), actives largely listed as cytotoxic; further: potency means the concentration at half of the fitted maximal effect; nearly all actives have a fitted effect of over 40% in size
IL-2 act: qHTS of IL-2 Activators. IL-2 activation reporter assay, cell-based qHTS; stimulated with anti-CD3/CD4/CD28 beads; in transgenic mouse T cells. activation, % (series mostly up to about 46 µM). 360,000 compounds, 0.065% hits. AID 652025, 2013; in the data active means activation above about 50%; inconclusive means mostly about 30% to 49%; further: 0% is about no effect
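Unstimulated transgenic mouse T cells preincubated 60 min with compound, then stimulated with anti-CD3/anti-CD4-coated beads plus anti-CD28 for 18 h at 37 degrees C. IL-2 response read as EGFP and DsRed fluorescence by plate cytometry.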
EPAC2 ag: qHTS for Agonist of cAMP-regulated guanine nucleotide exchange factor 4 (EPAC2): primary screen. Rap guanine nucleotide exchange factor 4 (Homo sapiens), Q8WZA2. EPAC2 activation, biochemical qHTS; response scale: 100% = 6.5 mM cAMP response. Potency, µM (series often up to 154 µM), inactives show at the top dose activation, actives largely listed as activators. 360,000 compounds, 0.079% hits; further: potency means the concentration at half of the fitted maximal effect; nearly all actives have a fitted effect of over 50% in size
Target sequence (Q8WZA2 whole entry, looked up): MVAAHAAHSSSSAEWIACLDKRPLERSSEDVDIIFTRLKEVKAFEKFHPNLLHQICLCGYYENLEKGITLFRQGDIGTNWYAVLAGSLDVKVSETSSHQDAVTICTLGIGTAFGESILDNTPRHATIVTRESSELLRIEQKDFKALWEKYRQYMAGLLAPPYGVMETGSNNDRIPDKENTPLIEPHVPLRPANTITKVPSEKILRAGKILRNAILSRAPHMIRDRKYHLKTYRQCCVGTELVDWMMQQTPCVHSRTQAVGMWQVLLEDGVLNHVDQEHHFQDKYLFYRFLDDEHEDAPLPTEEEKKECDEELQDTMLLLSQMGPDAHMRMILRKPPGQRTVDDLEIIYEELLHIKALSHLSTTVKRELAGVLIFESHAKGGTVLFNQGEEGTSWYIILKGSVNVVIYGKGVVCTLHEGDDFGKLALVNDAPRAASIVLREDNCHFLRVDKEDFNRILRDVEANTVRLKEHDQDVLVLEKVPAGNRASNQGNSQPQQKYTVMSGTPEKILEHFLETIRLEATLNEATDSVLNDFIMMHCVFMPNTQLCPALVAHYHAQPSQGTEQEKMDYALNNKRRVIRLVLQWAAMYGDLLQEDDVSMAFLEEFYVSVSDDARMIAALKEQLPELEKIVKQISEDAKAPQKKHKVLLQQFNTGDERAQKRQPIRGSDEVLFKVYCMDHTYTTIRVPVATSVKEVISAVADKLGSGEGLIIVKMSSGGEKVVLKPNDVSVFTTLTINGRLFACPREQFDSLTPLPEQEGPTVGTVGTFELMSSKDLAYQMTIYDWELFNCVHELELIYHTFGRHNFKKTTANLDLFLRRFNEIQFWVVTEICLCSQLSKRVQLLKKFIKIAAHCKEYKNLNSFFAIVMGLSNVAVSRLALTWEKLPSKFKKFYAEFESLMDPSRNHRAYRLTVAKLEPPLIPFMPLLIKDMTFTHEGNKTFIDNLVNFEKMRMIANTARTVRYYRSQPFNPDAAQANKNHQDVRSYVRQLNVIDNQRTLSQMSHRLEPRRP
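Compounds were titrated in qHTS against a Rap1B-BODIPY-GDP (250 nM) complex with EPAC2 (100 nM) and GDP (50 uM). BODIPY-GDP release tracked at 480/540 nm over 30 min at room temperature, normalized to 6.5 mM cAMP.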
ATXN2 expr inh: Primary qHTS for Inhibitors of ATXN expression. HEK-293 ATXN2-luciferase reporter, luminescence, 24 h. Potency, µM (series often up to 57 µM), for the others: at the highest dose activity change, negative = inhibition, hits mostly inhibitors. 360,000 compounds, 0.72% hits; further: potency means the concentration at half of the fitted maximal effect; on the % scale 0 is the no-effect control and ±100 the full control effect; nearly all actives have a fitted effect of over 55% in size
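qHTS (up to 57 uM final) was run with 24 h compound exposure of reporter cells at 37 °C. Each well was multiplexed: SteadyGlo luminescence measured ATXN2-luciferase expression after a fluorogenic Gly-Phe-AFC viability readout (25 uM final).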
Nrf2 ARE act: qHTS of Nrf2 Activators. Potency, µM (titrated, usually from 46.1 µM), inactives show top-dose activation, usual class: activators. AREc32 ARE-luciferase reporter (MCF7-derived line), luminescence, 24 h. 410,000 compounds, 0.31% hits; further: potency means the concentration at half of the fitted maximal effect; % of control where 0% means no effect; nearly all actives have a fitted effect of over 65% in size
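Each well held 1000 AREc32 cells, which were incubated with compound for 24 hr at 37 deg C after overnight attachment, and ARE reporter activity was quantified by firefly luciferase luminescence.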
TGFb SMAD3 inh: qHTS for Inhibitors of TGF-b | HepG2 CAGA-GFP TGF-b/SMAD3 reporter, GFP fluorescence, 18 h; TGF-beta stimulated, 500 pg/mL final | Potency, µM (series often up to 46.1 µM), for the others: at the top dose activity, negative = inhibition, actives largely listed as inhibitors | 410,000 compounds, 1.2% hits | AID 588855, 2011; further: potency means the concentration at half of the fitted maximal effect; on the % scale 0 is the no-effect control and ±100 the full control effect; nearly all actives have a fitted effect of over 65% in size
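TGF-beta reporter screen: HEPG2 CAGA-GFP, 1% FBS, 500 pg/mL TGF-beta final, 18 h; per-cell GFP summed per well; curves fitted and categorized by class.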
Nrf2 inh: Nrf2 qHTS screen for inhibitors. A549 ARE-Fluc reporter, luciferase luminescence, 18-24 h. Potency, µM (doses to about 46 µM), for the others: top-dose activity change, negative = inhibition, usual class: inhibitors. 360,000 compounds, 2.1% hits; further: potency means the concentration at half of the fitted maximal effect; on the % scale 0 is the no-effect control and ±100 the full control effect; nearly all actives have a fitted effect of over 60% in size
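Nrf2 activity is the BugLite luminescence, read 15 min after reagent at room temperature, following CellTiter-Fluor cytotoxicity readout (30 min, 37C). Compound titrations were applied for 18-24 h to 5000 A549 ARE_Fluc cells/well in 5% FBS OPTI-MEM.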
A549 viability: Nrf2 qHTS screen for inhibitors: counterscreen for cytotoxicity | 390,000 compounds, 0.16% hits | Potency, µM (doses to about 46 µM), inactives show at the highest dose activity change, negative = cytotoxicity, hits mostly inhibitors | A549 ARE-Fluc cells, CellTiter-Fluor viability, 18-24 h; further: potency means the concentration at half of the fitted maximal effect; on the % scale 0 is the no-effect control and ±100 the full control effect
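Cytotoxicity counterscreen: CellTiter-Fluor fluorescence was measured in A549 ARE_Fluc cells after 18-24 h of compound exposure in a concentration series. The subsequent BugLite luminescent read reports ARE-luciferase activity.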
* = called active by the depositor; i = inactive; ? = inconclusive; / = no result given; & = joins results of further samples; [ ] = dose if it differs, or a comment. Unless noted, the call rests on the fitted dose curve; in most records, active means well fitted curve in the direction sought with a large enough effect; inconclusive means small, poorly fitted or top-dose-only effect, or another doubt; inactive means no such curve, though single readings can be large; an effect the other way counts as inactive or inconclusive.

SMILES	HepG2 viability	S2 tox	IL-2 act	EPAC2 ag	ATXN2 expr inh	Nrf2 ARE act	TGFb SMAD3 inh	Nrf2 inh	A549 viability
Cc1ccc(/C=C(\C#N)C(=O)N2CCCC2)c(C)c1	-19%	i	-1.4	1%	26%	2.2%	12%	-7%	-5%
CC(=O)N1N=C(c2cccs2)CC1c1ccco1 (stereo not given)	-3%	i	0.5	-2%	13%	-0.3%	-2%	-2%	0%
CCC1(CC)NC(=O)N(CC(=O)Nc2ccc(OCc3ccccc3)cc2)C1=O	-19%	?	-0.3	1%	23%	-0.5%	13%	?	-7%
O=C(NCCO)C(=O)c1c(-c2ccc(Cl)cc2)cc2ccccn12	-18%	i	-0.9	11%	15%	3.2%	0%	-3%	-7%
Cc1c(N=NC2=C(O)CCCC2=O)c(=O)n(-c2ccccc2)n1C	-2%	i	0.6	16%	-11%	-0.3%	-12%	-2%	-8%
Cc1ccc(OCC(=O)Nc2ccc3c(c2)C(=O)N(CCC(=O)O)C3=O)cc1	-34%	?	4.1	3%	2%	-0.8%	-9%	-18%	0%
c1ccc(CN2CCCC3(CCCN(Cc4nc(COc5ccccc5)no4)C3)C2)cc1 (stereo not given)	-19%	i	-0.7	9%	0%	-0.6%	-2%	0%	-2%
COc1ccc(Cl)cc1C(=O)NNC(=S)NC1CCCCC1	-3%	i	3.9	6%	13%	4.8%	?	6%	2%
CCNc1nc(NC(C)C)nc(NS(=O)(=O)c2ccc(Cl)cc2)n1	-17%	i	-3.0	4%	12%	0.0%	9%	4%	/
Cc1coc(C)c1C(=O)CC1(O)C(=O)N(CCc2ccccc2)c2ccccc21 (stereo not given)	-12%	i	-2.8	13%	-1%	11%	0%	?	-19%
O=C(CCC(=O)N1CCN(S(=O)(=O)c2ccc3ccccc3c2)CC1)Nc1cc(Cl)cc(Cl)c1	-22%	i	-0.2	6%	/	0.4%	7.1µM*	?	-17%
NC(=S)Nc1cnc2ccccc2c1	1%	i	0.0	2%	32%	-0.4%	-15%	?	-4%
COc1ccc(CCNC(=O)c2cc(C(=O)c3cc(Cl)ccc3O)cn(CCc3ccc(OC)cc3)c2=O)cc1	2%	i	0.2	13%	-4%	-0.5%	?	-28%	-8%
CCN(CC)S(=O)(=O)c1ccc2c(c1)c(=O)c(C(=O)NCCOC)cn2C	-1%	i	-2.0	-2%	-16%	0.3%	15%	-1%	-2%
O=S(=O)(c1ccc(Br)cc1)N1CCCc2ccccc21	-20%	i	0.0	9%	-6%	-0.8%	-12%	-1%	2%
CC(C)NC(=O)C(c1ccccc1)N1Cc2ccccc2C1=O (stereo not given)	4%	/	/	/	/	0.2%	1%	5%	3%
Cc1cc(OCCCn2ccnc2)ccc1[N+](=O)[O-]	9%	i	-1.9	0%	-7%	-0.8%	31%[activator]	24%	5%
C/C(=N\Nc1ccc(C)c(Cl)c1)c1cccnc1	-2%	i	-3.5	5%	41%[activator]	3.1%	1%	?	0%
c1ccc2c(c1)nnn2Cc1nnc2sc(-c3ccc4c(c3)OCCO4)nn12	-2%	i	-2.6	-8%	3%	0.7%	0%	3%	1%
O=C(Cn1nnc(N2CCCC2)n1)N/N=C/c1ccc(Cl)cc1	-4%	i	-2.4	-4%	7%	-0.1%	6%	-1%	-7%
COc1cc(NC(=O)C2CC(c3ccccc3O)=NO2)cc(OC)c1OC (stereo not given)	-24%	i	0.1	-3%	/	3.9%	-16%	/	/
c1ccc(CNc2nc(N3CCN(Cc4ccccc4)CC3)nc3ccccc23)cc1	28µM*	i	-4.9	?	?	-1.0%	?	-3%	?
Cc1ccc(NC(=O)C2CCC(CNC(=O)[C@@H]3Cc4ccccc4CN3)CC2)c(C)c1 (stereo not given in full)	6%	i	-2.4	3%	-18%	3.0%	-1%	-13%	-1%
COCCn1c(COc2ccc(Cl)cc2)nnc1SCC(N)=O	0%	i	-0.6	8%	2%	0.1%	-20%	8%	-6%
COc1ccc(CNC(=O)CSc2ncnc3nc[nH]c23)cc1	-5%	?	4.8	0%	3%	0.3%	-17%	8%	-5%
Cc1cc(C(=O)NC(C)C2CCCO2)no1 (stereo not given)	7%	i	-0.9	-4%	-4%	-0.2%	8%	2%	2%
O=C(N/N=C(\c1ccccc1)c1cccnc1)c1cccc(F)c1	-40%	?	-0.3	9%	?	?	?	7.3µM*	?
Cn1c(=O)c2cn(Cc3ccc(Cl)cc3)cc2n(C)c1=O	-3%	i	1.1	4%	6%	0.0%	?	12µM*	16%
COc1ccc2c(c1)c(=O)c(C(=O)O)c(-c1ccc3c(c1)OCO3)n2C	-11%	i	-0.7	-4%	6%	0.0%	3%	-2%	6%
C=CCOc1cccn2c(N(C)C(=O)c3ccncc3)c(CC)nc12	-3%	i	-0.6	9%	0%	0.4%	3%	/	/
Oc1ccc(Br)cc1-c1ccnn1-c1ccccc1	8%	i	0.7	28%	?	4.0%	?	5%	3%
O=C(Nc1ccccc1C(=O)N1CCOCC1)c1ccncc1	-16%	i	-0.2	3%	-2%	-0.2%	4%	/	0%
COc1ccccc1NC(=O)CNC(=O)c1ccc(F)cc1	4%	i	1.7	4%	-6%	0.2%	-11%	/	8%
CCC(C)[C@H](NC(=O)C1CC(=O)N(c2ccc3c(c2)OCCO3)C1)C(=O)N1CCCCC1 (stereo not given in full)	0%	i	-2.6	-4%	-2%	-0.2%	0%	6%	0%
COc1cc(C(=O)Oc2c(CN3CCOCC3)cc(Cl)c3cccnc23)cc(OC)c1OC	-88%	1.6µM*	-3.4	10%	1.6µM*	?	4µM*	9%	-4%
CN(CCCC(=O)Nc1ccc(OC(F)F)cc1)S(=O)(=O)c1ccc(F)cc1	-33%	i	0.5	3%	-27%	2.5%	-14%	?	-2%
CC(C)CNS(=O)(=O)c1ccc(CCC(=O)NCc2ccncc2)cc1	-8%	i	0.5	11%	0%	-0.8%	-16%	-2%	-3%
COc1ccc(NC(=O)COC(=O)c2ccc3c(c2)OCCO3)cc1	17%	i	-0.2	6%	/	-0.6%	0%	/	/
COC(=O)c1cc(OC)ccc1-c1ccc(OC)cc1	-12%	i	-1.6	9%	1%	1.7%	-1%	-5%	3%
CCOC(=O)c1[nH]c(C)c(C(=O)OCC(=O)N(Cc2ccccc2)C(C)C)c1C	-21%	i	0.9	8%	3%	-0.6%	6%	?	-4%
Cc1nc(NCCCN2CCOCC2)c2cnn(-c3ccccc3)c2n1	-6%	i	-0.1	8%	6%	2.8%	-1%	?	-1%
COc1ccc(NC(C(=O)Nc2cccc(C(C)=O)c2)c2ccccc2)cc1 (stereo not given)	-19%	i	-0.6	6%	14%	3.6%	7%	11%	9%
Cc1ccc(CNC(=O)COC(=O)c2ccc(Br)o2)cc1	-20%	i	0.3	7%	2%	-0.4%	10%	6%	3%
CCCCN(C)C(=O)CSc1nc(NCc2ccc(OC)cc2)c2ccccc2n1	-20%	?	0.2	-2%	-3%	-0.4%	-25%	/	?
CCOc1cccc(-c2nn3c(-c4ccccn4)nnc3s2)c1	-31%	i	-1.0	3%	20%	0.1%	4%	10%	6%
Cc1ccc2[nH]c(C)c(CC(=O)O)c2c1	-5%	i	-2.6	8%	-3%	0.4%	-21%	1%	-1%
CC(C)(C)NS(=O)(=O)c1ccc(C(=O)Nc2ccc3c(c2)OCO3)cc1	-2%	i	1.1	-9%	20%	3.2%	15%	-5%	1%
CCN(CC)CCNC(=O)c1cn(CC)c2ccc(S(=O)(=O)N(C)C3CCCCC3)cc2c1=O	-7%&-25%	?	-1.0	4%	-17%&-14%	-0.3%&-0.9%	5%&-11%	-12%&-11%	-10%&-2%

Another view of part of the listing above:
Below each compound – HepG2 viability	S2 tox	IL-2 act	EPAC2 ag	ATXN2 expr inh	Nrf2 ARE act	TGFb SMAD3 inh	Nrf2 inh	A549 viability
> CCNc1nc(NC(C)C)nc(NS(=O)(=O)c2ccc(Cl)cc2)n1
    -17%	i	-3.0	4%	12%	0.0%	9%	4%	/
> Cc1coc(C)c1C(=O)CC1(O)C(=O)N(CCc2ccccc2)c2ccccc21 (stereo not given)
    -12%	i	-2.8	13%	-1%	11%	0%	?	-19%

The listing picks up, repeating the 4 entries before the break.
SMILES	HepG2 viability	S2 tox	IL-2 act	EPAC2 ag	ATXN2 expr inh	Nrf2 ARE act	TGFb SMAD3 inh	Nrf2 inh	A549 viability
CCOc1cccc(-c2nn3c(-c4ccccn4)nnc3s2)c1	-31%	i	-1.0	3%	20%	0.1%	4%	10%	6%
Cc1ccc2[nH]c(C)c(CC(=O)O)c2c1	-5%	i	-2.6	8%	-3%	0.4%	-21%	1%	-1%
CC(C)(C)NS(=O)(=O)c1ccc(C(=O)Nc2ccc3c(c2)OCO3)cc1	-2%	i	1.1	-9%	20%	3.2%	15%	-5%	1%
CCN(CC)CCNC(=O)c1cn(CC)c2ccc(S(=O)(=O)N(C)C3CCCCC3)cc2c1=O	-7%&-25%	?	-1.0	4%	-17%&-14%	-0.3%&-0.9%	5%&-11%	-12%&-11%	-10%&-2%
O=C(Nc1ccc([N+](=O)[O-])cc1)N1CCCCCC1	10%	i	-0.5	12%	9%	-1.0%	3%	28%	-3%
CCOC(=O)C1=C(N)N(c2ccc(N3CCCCC3)cc2)C(=O)C1	1%	i	0.8	2%	5%	0.5%	0%	3%	-7%
Cc1c(Cl)cccc1-n1nnc(-c2nc(-c3ccc4c(c3)OCO4)no2)c1C	-3%	/	/	/	/	3.7%	/	?	-10%
COc1cccc(C2C3(C#N)C(N)=NC(OC)(OC)C23C#N)c1 (stereo not given)	-1%	i	0.3	8%	6%	-0.1%	10%	3%	-3%
